# TRPV1 ag: HTS Assay for Compounds that Act as Agonists of the Vanilloid Receptor 1 | TRPV1-expressing cells, Fluo-8 calcium influx, agonist mode | activation, % at 8.33 µM | 0.19% of 320,000 active | AID 540275, 2011 | Transient receptor potential cation channel subfamily V member 1 (Homo sapiens), Q8NER1; in the data active = activation above about 80%; inconclusive = between about 30% and that limit; also: 0% is about no effect
#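 TRPV1-expressing cells were cultured overnight at 35.5C and loaded with Fluo-8 calcium dye for 40 to 90 min at room temperature. After a 10 s baseline, compound was added and calcium influx was read kinetically for 3 min (ex 480/em 520 nm).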
# ELG1 repair inh: qHTS screen for small molecules that inhibit ELG1-dependent DNA repair in human embryonic kidney (HEK293T) cells expressing luciferase-tagged ELG1 | HEK293T ELG1-luciferase reporter, luminescence, 16 h; DNA damage induced by 5-fluorouridine | Potency, µM (highest dose often 46.1 µM), inactives show at the highest dose activity change, negative = inhibition, actives largely listed as inhibitors | 2.3% of 330,000 active; also: potency is read from the fitted curve at half-maximal effect; % is scaled to controls: 0 for no effect and ±100 for the full control effect; nearly all actives have a fitted effect of over 55% in size
#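 HEK293T cells expressing luciferase-tagged ELG1 (2,000/well) received 5-Fluorouridine plus compound or DMSO for 16 hr at 37 °C. Luciferase was read by ONE-Glo luminescence after 30 min at room temperature.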
# Rab9 prom act: qHTS Assay for Rab9 Promoter Activators; 2.8% of 320,000 active; Potency, µM (series often up to 9.22 µM), for inactives: at the highest dose activation, negative = inhibition, usual class: activators; Huh7 Rab9 promoter-luciferase reporter, luminescence, 24 h; also: potency is read from the fitted curve at half-maximal effect; % of control where 0% means no effect; nearly all actives have a fitted effect of over 60% in size
#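 Using Huh7 cells stably transfected with Rab9 promoter–luciferase, compounds were incubated 24 h at 37 °C, 5% CO2; luciferase luminescence was read 10 min after reagent addition.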
# FLuc modulator: qHTS profiling assay for firefly luciferase inhibitor/activator using purifed enzyme and Km concentrations of substrates (counterscreen for miR-21 project). purified FLuc, Km substrates, luminescence inhibition. Potency, µM (highest dose often 57.5 µM), for the others: at the top dose activity change, negative = inhibition, actives largely listed as inhibitors. 6.9% of 360,000 active. AID 588342, 2011;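 also: potency is read from the fitted curve at half-maximal effect; plate controls were vehicle for no effect and reference inhibitor for full effect; nearly all actives have a fitted effect of over 55% in size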
# Target sequence (P08659 whole entry, looked up): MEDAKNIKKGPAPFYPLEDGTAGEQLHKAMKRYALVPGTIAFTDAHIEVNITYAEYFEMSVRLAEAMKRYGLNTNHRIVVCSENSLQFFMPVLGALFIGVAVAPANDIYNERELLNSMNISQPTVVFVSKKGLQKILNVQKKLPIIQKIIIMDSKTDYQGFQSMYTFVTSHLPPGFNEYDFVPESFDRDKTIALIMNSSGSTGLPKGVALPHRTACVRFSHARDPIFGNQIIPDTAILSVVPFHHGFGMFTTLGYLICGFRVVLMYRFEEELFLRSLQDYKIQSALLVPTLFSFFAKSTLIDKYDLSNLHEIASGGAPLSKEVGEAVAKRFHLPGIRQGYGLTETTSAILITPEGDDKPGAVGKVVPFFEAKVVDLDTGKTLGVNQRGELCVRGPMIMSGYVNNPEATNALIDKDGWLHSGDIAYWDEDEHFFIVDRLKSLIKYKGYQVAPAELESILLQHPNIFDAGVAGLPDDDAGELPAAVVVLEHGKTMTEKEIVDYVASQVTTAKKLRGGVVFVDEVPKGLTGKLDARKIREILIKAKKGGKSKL
#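 Biochemical qHTS of compounds, final roughly 60 µM downward over six points, against 10 nM purified firefly luciferase using Km concentrations of substrates (10 uM D-luciferin, 10 uM ATP) in Tris acetate pH 7.5 buffer; luminescence output.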
# p53 reactivator: qHTS assay for re-activators of p53 using a Luc reporter; H1299 p53-A138V BP100-luciferase reporter, luminescence, 24 h; Potency, µM (series often up to 92.2 µM), inactives show at the highest dose activity change, positive = activation, most hits filed as activators; 0.063% of 320,000 active; also: potency is read from the fitted curve at half-maximal effect; % of control where 0% means no effect; nearly all actives have a fitted effect of over 45% in size
#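 p53-null H1299 cells stably carrying temperature-sensitive p53-A138V and a BP100-luciferase reporter were pinned with compounds (4-point, 1:5 series) and held 24 hrs at 37 deg C. Luminescence was read 10 min after detection reagent.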
# Tb PFK block: qHTS Assay to Find Inhibitors of T. brucei phosphofructokinase; Potency, µM (doses to about 57.5 µM), for inactives: top-dose activity, negative = inhibition, actives largely listed as inhibitors; AID 485367, 2010; T. brucei PFK, ADP-Glo luminescence; 0.17% of 330,000 active;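 also: potency is read from the fitted curve at half-maximal effect; 0% = uninhibited 1x PFK enzyme wells and -100% = no-enzyme wells; nearly all actives have a fitted effect of over 60% in size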
#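 ADP-Glo luminescence quantified ADP after 45 min at room temperature, with 1.25 nM T. brucei PFK, 0.1 mM ATP and 0.5 mM fructose-6-phosphate in pH 8.0 TEA buffer. qHTS titrations up to 57 µM; curves classified by quality.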
# RORg inh: qHTS for inhibitors of ROR gamma transcriptional activity. Potency, µM (titrated, usually from 53.6 µM), for the others: at the highest dose activity change, negative = inhibition, most hits filed as inhibitors. 5.4% of 310,000 active. Nuclear receptor ROR-gamma (Mus musculus), P51450. AID 2551, 2010. Drosophila S2 Gal4-RORgamma UAS-luciferase reporter, 20 h; also: potency is read from the fitted curve at half-maximal effect; % is scaled to controls: 0 for no effect and ±100 for the full control effect; nearly all actives have a fitted effect of over 60% in size
# Target sequence (P51450 whole entry, looked up, the tested form may be a part): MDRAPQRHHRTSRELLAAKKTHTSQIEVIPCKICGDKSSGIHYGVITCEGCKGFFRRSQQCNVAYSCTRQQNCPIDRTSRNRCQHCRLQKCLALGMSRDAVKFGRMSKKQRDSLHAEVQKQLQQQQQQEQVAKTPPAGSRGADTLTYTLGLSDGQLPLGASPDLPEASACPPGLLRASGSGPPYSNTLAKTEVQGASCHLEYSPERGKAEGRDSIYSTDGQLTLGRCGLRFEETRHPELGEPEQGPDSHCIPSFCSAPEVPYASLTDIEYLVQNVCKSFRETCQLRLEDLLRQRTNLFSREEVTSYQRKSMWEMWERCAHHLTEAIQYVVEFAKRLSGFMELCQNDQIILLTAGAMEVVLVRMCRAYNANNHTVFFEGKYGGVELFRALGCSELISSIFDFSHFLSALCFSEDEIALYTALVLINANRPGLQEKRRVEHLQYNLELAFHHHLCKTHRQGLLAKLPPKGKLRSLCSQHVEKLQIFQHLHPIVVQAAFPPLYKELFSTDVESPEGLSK
#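 Stable Schneider cell line, Gal4 DNA-binding domain fused to ROR gamma, UAS-luciferase. Cmpd 1 hr RT → CuSO4 700 uM final → 20 hr RT → luciferase reagent 10 min → luminescence.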
# Gal4-VP16 FLuc: VP16 counterscreen qHTS for inhibitors of ROR gamma transcriptional activity. Drosophila S2 Gal4-VP16 UAS-luciferase, luminescence, 20 h. Potency, µM (titrated, usually from 53.6 µM), for inactives: top-dose activity, negative = inhibition, hits mostly inhibitors. 3.5% of 310,000 active;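 also: Gal4-VP16 expression switched on by copper sulfate through the metallothionein promoter; potency is read from the fitted curve at half-maximal effect; % is scaled to controls: 0 for no effect and ±100 for the full control effect; nearly all actives have a fitted effect of over 50% in size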
# ELG1 genotoxic: qHTS screen for small molecules that induce genotoxicity in human embryonic kidney (HEK293T) cells expressing luciferase-tagged ELG1; HEK293T ELG1-luciferase reporter, luminescence, 16 h; Potency, µM (series often up to 46 µM), without a hit: top-dose activity change, positive = activation, most hits filed as activators; 1.3% of 330,000 active; AID 504466, 2011; also: potency is read from the fitted curve at half-maximal effect; % of control where 0% means no effect; nearly all actives have a fitted effect of over 60% in size
#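 Genotoxic stress is detected as increased luminescence from luciferase-tagged ELG1 in HEK293T cells, measured with ONE-Glo after a 16 hr treatment at 37 °C.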
# BRCA1 expr act: qHTS Assay to Identify Small Molecule Activators of BRCA1 Expression; 1.1% of 380,000 active; Potency, µM (highest dose often 46.1 µM), inactives show at the top dose activation, hits mostly activators; MCF7-BRCA1-FFLuc reporter, luminescence, 48 h; response scale: scaled: vehicle 0%, 10 µM genistein 100%; also: potency is read from the fitted curve at half-maximal effect; nearly all actives have a fitted effect of over 80% in size; some results filed as inactive show a strong effect at the top dose
#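 MCF7-BRCA1-FFLuc cells, 2000/well in phenol-red-free MEM, attached 2 h then treated 48 h at 37 C. Luciferase luminescence read 15 min after reagent; normalized to genistein maximum activation (10microM) and DMSO, concentration-response fitted.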
# NPC1 promoter act: qHTS Assay for NPC1 Promoter Activators; Huh7 NPC1 promoter luciferase reporter, 24 h; Potency, µM (series often up to 9.22 µM), without a hit: at the top dose activation, most hits filed as activators; 2.4% of 320,000 active; AID 485313, 2010;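 also: potency is read from the fitted curve at half-maximal effect; % of control where 0% means no effect; nearly all actives have a fitted effect of over 60% in size; reporter is driven by a mutant NPC1 promoter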
#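 In 1536-well qHTS, Huh7 cells harboring an NPC1 promoter–luciferase construct received compound for 24 h; activation was quantified by luminescence following luciferase reagent addition.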
# Active calls of the source: *; ? = inconclusive; nt = no result given; & = joins results of further samples; [ ] = dose if it differs, or a comment. Unless noted, calls follow the shape of the dose curve; as a rule, active = well fitted curve in the direction sought with a large enough effect; inconclusive = small, poorly fitted or top-dose-only effect, or another doubt; inactive = no such curve, though single readings can be large; an effect the other way counts as inactive or inconclusive.
# Sample of the layout (two entries):
molecule	TRPV1 ag	ELG1 repair inh	Rab9 prom act	FLuc modulator	p53 reactivator	Tb PFK block	RORg inh	Gal4-VP16 FLuc	ELG1 genotoxic	BRCA1 expr act	NPC1 promoter act
COC(=O)C1=C(C)NC(=O)/C1=C\c1ccc2c(c1)OCO2	-4	12%	-3%	?	21%	1%	39%	2%	0%	-33%	1%
CCNC(=S)N/N=C/c1ccco1	0	-16%	1%	1%	8%	?	2.2µM*	3.2µM*	0%	41%	-2%

# Results, repeating the preview:
molecule	TRPV1 ag	ELG1 repair inh	Rab9 prom act	FLuc modulator	p53 reactivator	Tb PFK block	RORg inh	Gal4-VP16 FLuc	ELG1 genotoxic	BRCA1 expr act	NPC1 promoter act
COC(=O)C1=C(C)NC(=O)/C1=C\c1ccc2c(c1)OCO2	-4	12%	-3%	?	21%	1%	39%	2%	0%	-33%	1%
CCNC(=S)N/N=C/c1ccco1	0	-16%	1%	1%	8%	?	2.2µM*	3.2µM*	0%	41%	-2%
CCC(C)C(NC(=O)C(CC(C)C)NC(=O)C(CO)NC(=O)C1CCC(=O)N1)C(=O)OC (stereo not given)	-2	-10%	-4%	1%	8%	1%	2%	1%	-2%	15%	0%
COc1ccc(NC(=O)CNC(=O)Cn2c(C)cc3ccccc3c2=O)cc1OC	1	8.2µM*	1%	2%&-1%	-2%	0%	17%	-9%	-14%	-20%&-12%	-7%
CC1CN(c2ccc(NC(=O)c3ccco3)cc2C(=O)O)CC(C)O1 (stereo not given)	2	2%	-6%	-1%	2%	4%	-9%	0%	2%	-8%	-1%
Cc1ccccc1-n1c(=O)[nH]c(=O)c2c(N)c(C(=O)c3ccc(Cl)cc3)sc21	-3	?	-2%	0%	-5%	0%	-7%	-11%	10%	-14%	-1%
O=C1CC2CS(=O)(=O)CC2N1c1ccc(Oc2ccccc2)cc1 (stereo not given)	7	4%	-1%	1%	-11%	-11%	3%	2%	-1%	-6%	0%
CSc1nc(NCc2ccccc2)c2c3c(sc2n1)CN(C)CC3	4	14%	?	-18%	?	-1%	1%	2%	?	35%	18%
c1ccc(Oc2ccc(-c3ccnc4nc(N5CCOCC5)nn34)cc2)cc1	?	18µM*	-7%	-1%	-7%	6%	?	-3%[10 µM]	-10%	2%	-4%
COc1cccc(NC(=O)CN(C)C(=O)c2cccc(S(=O)(=O)N3CCN(c4ccccc4)CC3)c2)c1	-3	?	-16%	-2%	-11%	-4%	35%	-17%	-20%	-55%	-4%
CN(C)c1cccc(NC(=O)CCc2ccccc2)c1	-12	?	2%[1.84 µM]	?	?	14%	24%	3%	?	8%	14%
c1ccc2c(CNn3cnnc3)cccc2c1	3	19%	1%	2%	-3%	-9%	19%	-1%[0.365 µM]	-6%	3%	1%
CCN(CC(=O)NCc1cccs1)C(=O)COc1cccc(C(F)(F)F)c1	19	10%	-3%	-3%	-11%	-1%	nt	nt	-1%	-14%	-2%
Cc1c(C(c2ccccc2O)c2c(C)n(C)n(-c3ccccc3)c2=O)c(=O)n(-c2ccccc2)n1C	-5	5%	-3%	-2%	-1%	-4%	-1%	-8%	0%	14%	-3%
CC[C@]12c3[nH]c4ccc(Cl)cc4c3CCN1C(=O)[C@@H](CC(=O)NC(C)(C)C)C[C@@H]2C(=O)N1CCN(C(=O)c2ccco2)CC1	nt	-11%	nt	nt	-12%	-2%	nt	nt	-1%	0%	nt
CCCCNC(=O)c1ccc2c(c1)N(C)C(=O)c1ccccc1S2	25	-34%	-2%	2%	-7%	0%	9%	2%	-4%	-31%	0%
COCC(=O)NCc1nc2ccccc2[nH]1	0	-1%	-5%	-2%	6%	-1%	-7%[0.365 µM]	nt	0%	-26%	-1%
CCOCc1cc(=O)[nH]c(SC)n1	-2	21%	-3%	-2%	1%	-6%	-17%	-1%	-1%	3%	-1%
Cc1ccc(C(=O)NN2C(=O)C3C4C=CC([C@@H]3C2=O)C42CC2)cc1 (stereo not given in full)	1	7%	-1%	4%	0%	3%	13%	-3%	0%	13%	0%
Cc1cc(C(=O)N(Cc2nnc(-c3ccc(Cl)cc3)o2)C(C)C)c2ccccc2n1	6	-16%	-4%	-6%	-2%	-2%	nt	nt	-3%	-62%	0%
CCOC(=O)c1cc2occc2n1CC(=O)N1CCN(C(=O)c2ccco2)CC1	1	15%	-1%	2%	0%	-5%	11%	-16%	-3%	-8%	1%
CSCCC(NS(=O)(=O)c1ccccc1F)C(=O)NCc1cccs1 (stereo not given)	0	6%	-1%	0%	-5%	-8%	nt	nt	-1%	-16%	1%
CC1CCCC(NC(=O)C2CCN(S(=O)(=O)c3cccc4nonc34)CC2)C1C (stereo not given)	-1	?	-5%	4%	3%	0%	-1%	2%	6%	2%	-6%
CCN1CCN(CCCNC(=O)CS(=O)(=O)Cc2nc(-c3cccc(OC)c3)oc2C)CC1	0	16%	-2%	-1%&1%	9%	7%	1%	8%	0%	-20%	-2%
COc1cccc(CNC(=O)CSc2ccc(-c3ccncc3)nn2)c1	1	-6%	0%	2%	-4%	-2%	14%	-3%	-9%	nt	-6%
COc1cccc(OCc2nnc(SCC(=O)N3c4ccccc4Sc4ccc(Cl)cc43)o2)c1	2	8%	-8%	-2%	-3%	6%	1%	?	-2%	-17%	-4%
COc1ccc(-c2c(-c3ccc(C#N)cc3)oc(=O)c3cc(OC)c(OC)cc23)cc1	nt	-29%	nt	nt	-4%	12%	nt	nt	-1%	0%	nt
O=C(O)C1CCCN(C(=O)c2cccc3ccccc23)C1 (stereo not given)	-1	-2%	4%	-2%	5%	5%	9%	-2%	5%	32%	-2%
COc1ccc(Cl)cc1N/C(N)=N/c1nc(C)cc(C)n1	1	?	-12%	0%	4%	0%	8%	1%	-9%	-17%	0%
CCCCC(=O)Nc1cccc(C(=O)Nc2ccccc2C(=O)O)c1	-2	-14%	4%	17µM*	3%	14%	-2%	2%	-4%	-11%	-2%
COC(=O)c1cc(S(=O)(=O)NCC2CCN(CCc3ccc(OC)cc3)CC2)c[nH]1	-4	2%	15%	4%	14%	-1%	-14%	8%	-3%	9%	3%
Cc1ccc2c(c1)N(CC(=O)N1CCCCCC1)C(=O)CO2	0	1%	6%	-1%	-1%	-7%	-15%	-6%	0%	15%	-4%
C[C@H]1CN(CCc2ccccc2)C(=O)[C@@H]1CC(=O)NCc1ccccc1	0	8%	14%	-10%	13%	2%	18%	?	12%	59%	3%
Cc1cc(C)nc(/N=C2\NC(=O)CC(C(=O)O)N2c2ccc(F)c(Cl)c2)n1 (stereo not given)	0	-5%	-3%	-6%	0%	-1%	8%	-5%	2%	nt	-2%
CCNc1ccc(C(=O)OCC(=O)N2CCCC2)cc1[N+](=O)[O-]	-1	9%	1%	-2%	2%	1%	7%	10%	15%	-16%	-3%
CCCCCCN1C(=O)C(O)=C(C(C)=O)C1c1ccc(Cl)cc1 (stereo not given)	1	6%	1%	2%	0%	-4%	6%	1%	2%	-1%	0%
Brc1cccc2sc(N3CCCC3)nc12	9	?	26%	?	?	-1%	-23%	3%	10%	69%	6%
CCOC(=O)CSc1nc2cc(C)cc(C)c2cc1C#N	?	29%	?	0%	5%	-6%	?	-18%	11%	?	?
NC(=O)c1c(NC(=O)Cn2cc([N+](=O)[O-])cn2)sc2c1CCCC2	-2	-5%	-4%	3%	11%	4%	?	2%	-5%	-28%	-35%[inhibitor]
Cc1cc(C)c(C(=O)COC(=O)c2nn(C)c(=O)c3ccccc23)cc1C	0	?	-5%	11µM*	-5%	-4%	nt	nt	1%	7%	-3%
COC(=O)c1ccccc1NC(=O)c1cncc(Br)c1	-2	-3%	0%	-2%	0%	-2%	-5%	-6%	0%	-56%	-4%
COC(=O)c1c(C)[nH]c(C(=O)C(C)OC(=O)c2c(C)noc2C)c1C (stereo not given)	15	-11%	18%	-1%	0%	23%	nt	nt	2%	-26%	0%
